hIAP block: blocks human intestinal alkaline phosphatase; purified IAP, CDP-Star luminescence, 30 min; inhibition, % at 10 µM; 330,000 compounds, 0.12% hits; AID 2544;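 active means inhibition reaching a set limit with compound at 10 µM in the primary screen, cut at about 35% in these data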;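 further: plate controls were DMSO wells with enzyme for no effect and no-enzyme buffer wells for full effect; values of inactives mirror those of a sister screen read the other way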
TIM10 inh: growth inhibitors of TIM10 yeast strain; inhibition, % at 10 µM; 330,000 compounds, 1.4% hits; AID 463195; S. cerevisiae TIM10 strain growth, BacTiter-Glo luminescence, 24 h;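 active means inhibition of 40% or more at the single tested concentration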;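 further: wild-type TIM10 isogenic control strain grown at permissive 25 °C; 0% = DMSO yeast wells and 100% = minimal medium wells without yeast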
NLRP3 yeast inh: blocks the NALP3 inflammasome reconstituted in yeast; 330,000 compounds, 0.39% hits; AID 2825; Yeast reconstituted NLRP3/ASC/caspase-1, beta-gal luminescence, 24 h; inhibition, % at 10 µM;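 active means inhibition of 50% or more; inactive means inhibition below 50%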;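 further: plate controls were induced DMSO wells for no effect and uninduced yeast grown without galactose for full effect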
APOBEC3G inh: blocks human APOBEC3G single-stranded DNA deamination | 330,000 compounds, 0.28% hits | inhibition, % at 20 µM | recombinant A3G, ssDNA deamination FAM/TAMRA fluorescence | Q9HC16;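 active means inhibition of at least 40% at 20 µM, with no more than 30% in the related APOBEC3A deaminase screen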;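 further: plate controls were DMSO wells with A3G for no effect and wells lacking A3G enzyme for full effect; some compounds called inactive have numbers as strong as hits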
Target sequence (Q9HC16 whole entry, looked up): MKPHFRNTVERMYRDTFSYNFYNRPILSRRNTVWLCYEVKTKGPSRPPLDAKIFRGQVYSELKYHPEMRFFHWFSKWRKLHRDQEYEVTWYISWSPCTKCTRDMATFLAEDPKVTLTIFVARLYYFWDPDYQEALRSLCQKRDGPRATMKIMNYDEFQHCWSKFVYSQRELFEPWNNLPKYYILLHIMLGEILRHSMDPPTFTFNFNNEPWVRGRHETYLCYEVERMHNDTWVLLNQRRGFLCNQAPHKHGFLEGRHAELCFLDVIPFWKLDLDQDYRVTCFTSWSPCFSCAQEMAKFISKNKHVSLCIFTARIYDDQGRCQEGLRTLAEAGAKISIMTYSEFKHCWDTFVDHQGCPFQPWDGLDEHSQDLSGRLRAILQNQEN
APOBEC3A inh: inhibitors of human APOBEC3A DNA deaminase; P31941; recombinant A3A, FAM/TAMRA ssDNA deamination fluorescence; inhibition, % at 20 µM; 330,000 compounds, 0.41% hits;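 active means at least 40% inhibition at 20 µM here, with at most 30% in a related deaminase screen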;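 further: plate controls were A3A with DMSO for no effect and wells lacking A3A enzyme for full effect; some results filed as inactive read as strong as hits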
Target sequence (P31941 whole entry, looked up): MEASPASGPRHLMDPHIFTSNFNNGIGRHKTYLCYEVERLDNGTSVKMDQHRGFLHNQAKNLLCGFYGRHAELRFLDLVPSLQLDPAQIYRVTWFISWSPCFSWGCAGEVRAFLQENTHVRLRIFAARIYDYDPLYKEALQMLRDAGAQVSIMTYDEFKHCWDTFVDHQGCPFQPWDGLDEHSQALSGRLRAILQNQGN
tim10-1 inh: growth inhibitors of tim10-1 mutant yeast; S. cerevisiae tim10-1 ts strain growth, BacTiter-Glo, 24 h; inhibition, % at 20 µM; 330,000 compounds, 2.2% hits; AID 463190;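 active means inhibition of at least 40%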;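 further: mutant grown at 25 °C; 0% = DMSO wells with yeast and 100% = wells holding no yeast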
MIN6 prolif: induces beta-cell replication in MIN6 cells. 330,000 compounds, 0.29% hits. AID 2380. MIN6 cells proliferation, ATPlite luminescence, 48 h; cells starved in 0.2% serum; 100% = growth in 10% serum. proliferation, % at 10 µM;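 active means compounds whose signal lies at least 3.5 SD above the mean of all wells on their plate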;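 further: 0% = DMSO-treated cells in low-serum medium and 100% = 10% serum control; some compounds called inactive have numbers as strong as hits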
mIAP activ: increases mouse intestinal alkaline phosphatase activity; muIAP, CDP-Star luminescence, 30 min; stronger effect = higher value; 1 = vehicle-only enzyme signal, 0 = enzyme-free wells; activation factor at 10 µM; 330,000 compounds, 0.24% hits; AID 2805;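 active means activation factor of at least 2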; further: the source names both 10 and 20 µM as test concentration; values of inactives mirror those of a sister screen read the other way
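Assay system: mouse IAP enzyme; reagent: chemiluminescent substrate CDP-Star; dosing: test compounds delivered from DMSO solution; schedule: 30 min at room temperature; measured by: luminescence from enzymatic CDP-Star hydrolysis; controls: DMSO-only wells and no-enzyme negative control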
mIAP block: blocks mouse intestinal alkaline phosphatase; purified mouse IAP, CDP-Star luminescence, 30 min; inhibition, % at 10 µM; 330,000 compounds, 0.2% hits; AID 2806;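 active means inhibition of at least 40% at 10 µM in the primary screen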;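 further: plate controls were DMSO with enzyme for no effect and no enzyme wells for full effect; values of inactives mirror those of a sister screen read the other way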
Active calls of the source: *.

compound,hIAP block,TIM10 inh,NLRP3 yeast inh,APOBEC3G inh,APOBEC3A inh,tim10-1 inh,MIN6 prolif,mIAP activ,mIAP block
O=C(c1ccncc1)c1ccc(N2CCN(C3CC(=O)N(Cc4cccs4)C3=O)CC2)cc1 (stereo not given),-8,14,1,-3,3,-7,0,0.92,8
Cc1cc(C)cc(NC(=O)CSc2nc(CSc3ccc(Cl)cc3)cc(=O)[nH]2)c1,12,-16,-3,-7,0,7,-4,0.99,1
Cc1ccccc1N=C1N=C(N)c2ccccc21,11,23,-1,0,-2,18,0,0.98,2
CCSc1nccc(-c2nn(-c3ccc(C)cc3)ccc2=O)n1,-13,-1,18,-2,-1,37,-1,1,-1
Cc1ccc(S(=O)(=O)N2[C@@H](c3ccc(Br)cc3)C(C(=O)O)=CC[C@H]2c2ccc(C(C)C)cc2)cc1,-10,5,13,-6,-3,-39,-5,0.9,10
CC(C(=O)Nc1cccc(S(=O)(=O)N2CCOCC2)c1)N1CCN(C)CC1 (stereo not given),2,-5,6,-6,-4,0,0,0.98,2
N=c1sccn1CC(=O)Nc1cc(Cl)ccc1[N+](=O)[O-],-1,11,14,-8,1,-6,-1,1,-1
CCCn1nnc(NC(=O)C(c2ccccc2)c2ccccc2)n1,7,15,15,-2,-1,2,-3,0.94,6
O=S(=O)(NCCC1CC1(Cl)Cl)c1ccccc1 (stereo not given),-8,-3,14,-8,11,1,4,1.2,-20
OC(COc1ccccc1)CN1CCN(CC(O)COc2ccccc2)CC1 (stereo not given),2,-5,22,6,4,-10,0,1.1,-11
CCOc1ccc(N(CCCCO)C(=S)NC(=O)c2ccc(C)c(Br)c2)cc1,8,20,32,-6,-4,7,-2,0.89,12
CC(C)(C)OC(=O)N1CCC(Cc2cc(-c3cccnc3)no2)(C(=O)O)CC1,-2,7,8,-2,-3,1,-2,0.95,5
CC(=O)Nc1ccc(NC(=O)C2CCCN(S(=O)(=O)c3ccc(Cl)cc3)C2)cc1 (stereo not given),8,-16,2,-11,95*,-8,0,1,-2
CC(NC(=O)CSc1ncccn1)c1ccccc1 (stereo not given),67*,9,9,0,0,1,-2,1,-5
CCC(=O)N1CC2(CC(c3cccc(NC(=O)CC(c4ccccc4)c4ccccc4)c3)=NO2)C[C@H]1C(N)=O (stereo not given in full),3,16,1,-11,2,-3,-3,1.5,-48
Cc1ccc(S(=O)(=O)NNC(=O)c2cc(C)cs2)cc1,2,13,25,-8,-4,22,-2,1.1,-10
CCC(C)n1c(NC(=O)c2ccccc2)c(C#N)c2nc3ccccc3nc21 (stereo not given),-15,8,16,-13,-5,13,-4,0.96,4
O=C(CCCN1C(=O)/C(=C\c2ccco2)SC1=S)Nc1ccc2ccccc2c1,1,39,44,-3,10,44*,0,0.59,41*
O=C(/C=C/c1ccccc1[N+](=O)[O-])NCCCn1ccnc1,-8,-10,8,-4,-4,19,-2,1,-1
Cc1ccccc1/C=C1\OC(=O)c2ccccc21,17,10,41,-4,-1,-1,-2,0.94,6
O=S(=O)(NCC1CCCO1)c1ccc2ccccc2c1 (stereo not given),12,-3,3,-5,-6,11,2,1.2,-16
C=CCn1c(=S)[nH]c2ccccc2c1=O,5,16,32,-7,-6,15,1,1,-4
COc1ccccc1C(=O)N1C(CC(=O)Nc2cc(Cl)ccc2C)C(=O)NC2CCCCC21 (stereo not given),2,-12,6,-7,-13,-13,-3,1.1,-8
CC(C)C(=O)NC(c1ccc(Cl)cc1Cl)c1ccc2cccnc2c1O (stereo not given),-12,-3,20,-6,-5,-36,-4,0.98,2
CC(C)OC(=O)CSc1nc2cc3c(cc2cc1C#N)OCO3,-3,1,-4,2,2,0,1,1.1,-12
CCC(C(=O)NCc1ccc(F)cc1)N(Cc1ccco1)C(=O)c1snc(C(N)=O)c1N (stereo not given),10,24,9,-6,-5,26,-1,1,-2
COCCn1c(SCC(=O)Nc2cc(C)on2)nc2c(c1=O)SC(C)C2 (stereo not given),1,-11,14,-4,1,6,-3,1.1,-7
Cc1ccc(C(=O)N2c3ccc(F)cc3CCC2C)o1 (stereo not given),30,15,33,8,-3,26,1,0.97,3
Cc1cc(NCc2ccncc2)ccc1Br,5,2,-2,-5,-2,-2,-2,0.9,10
O=C(CCC(=O)NC1CCCCCCC1)Nc1nnc(C(F)(F)F)s1,-6,0,11,0,6,13,0,0.94,6

Following part
compound,hIAP block,TIM10 inh,NLRP3 yeast inh,APOBEC3G inh,APOBEC3A inh,tim10-1 inh,MIN6 prolif,mIAP activ,mIAP block
COc1cc(C(=O)O[C@H]2C/C(C)=C/CC[C@@]3(C)O[C@@H]3[C@H](O)[C@@H]2C(C)C)cc(OC)c1OC,-12,23,9,-15,-4,35,-5,0.94,6
COc1cc(CN2C(=S)NC(C)(C)CC2(C)O)cc(OC)c1 (stereo not given),0,12,-25,-3,-1,15,-3,0.94,6
Cc1ccc(S(=O)(=O)N(C)c2ccc(OC(=O)CN3C(=O)NC4(CCCC4)C3=O)cc2)cc1,6,10,3,5,7,19,0,1.1,-11
N/C(Cc1ccc([N+](=O)[O-])cc1)=N\OC(=O)COc1ccc2ccccc2c1,-13,44*,26,0,2,69*,-3,0.96,4
CCS(=O)(=O)CCSc1nc(C)cc(C)n1,-2,-9,4,-7,0,2,-2,1,-3
CC(C)[C@H](NC(=O)OCc1ccccc1)C(=O)OCC(=O)Nc1c(F)cccc1F,-3,-5,10,-9,-5,30,0,1.1,-9
COc1cccc(C2=NOC(C(=O)NCc3cccs3)C2)c1 (stereo not given),-15,0,6,-5,1,14,0,1,-1
Cc1cc(OCC(=O)OCC(=O)c2ccc[nH]2)ccc1Cl,-8,2,16,-5,-5,22,-4,0.95,4
O=C(Nc1ccc(Cl)cc1)N1CCC(CO)(Cc2ccccc2)CC1,0,-3,13,1,1,21,0,1.1,-7
Cc1ccc([N+](=O)[O-])cc1NC(=O)CN1CCCCC1,-6,2,7,-3,-2,8,0,0.95,5
COCCCNC(=O)C(=O)N/N=C/c1ccc(OCC(=O)Nc2cccc(Cl)c2C)c(OC)c1,28,12,-1,-2,-2,12,1,0.96,4
O=S(=O)(Nc1ccccc1N1CCCCC1)c1cccs1,15,6,-5,-7,-3,14,-2,1.1,-9
CCCCNC(=O)N1CCc2ccccc2C1,7,3,13,-2,2,11,-1,1,-2
COCCN(C(=O)c1snc(C(N)=O)c1N)C(C(=O)NC1CCCCC1)c1ccc(N(C)C)cc1 (stereo not given),-16,4,-4,-3,-10,-11,0,1,-1
COc1ccc(C(=O)CSc2nnc(-c3cc4ccccc4cc3O)n2Cc2ccco2)cc1,2,12,21,-7,-3,16,-5,0.96,4
O=C(N/N=C\c1ccc[nH]1)c1cncc(Br)c1,8,0,13,-1,0,-6,4,0.9,10
Cc1cc(C)n(CCNC(=O)C2CCC(=O)N(Cc3ccc(Cl)cc3)C2)n1 (stereo not given),0,-3,8,-7,-3,3,5,0.92,8
COc1ccc(NC(=O)c2ccco2)c(NC(=O)c2ccc([N+](=O)[O-])cc2)c1,0,-8,16,-2,0,3,-4,1.1,-6
COc1cccc2c1SCc1ccccc1C2CC(N)=O (stereo not given),1,18,1,-7,2,11,-3,1,-1
COc1ccccc1NS(=O)(=O)c1cccc(C(=O)N2CCCC2)c1,-3,-4,2,-2,-1,-9,1,1.1,-6
CCCCn1c(CNC(=O)C23CC4CC(CC(C4)C2)C3)nnc1SCC(=O)Nc1nnc(C)s1,-6,-2,11,-1,-2,10,-1,1,0
c1nc(NCc2ccc3c(c2)OCO3)c2cc(-c3ccc4c(c3)OCCO4)ccc2n1,-4,16,2,-1,1,12,-6,1.1,-14
Cc1ccc(C(=O)NCC(=O)OCC(=O)Nc2ccc(Cl)cc2C(F)(F)F)cc1C,11,-8,14,-8,1,9,0,1,-2
Cc1ccc(N2CC(=O)N(c3ccc(C)cc3)CC2=O)cc1,7,-3,10,-9,-4,-16,0,0.95,5
N#Cc1nc(Cc2ccccc2)oc1N1CCC(Cc2ccccc2)CC1,0,-19,17,-3,-1,20,-3,1,-3
Cc1cccc(C(=O)NCC(=O)N2CCN(S(=O)(=O)/C=C/c3ccccc3)CC2)c1,11,-3,18,-7,-3,-4,0,0.88,12
COc1cc(NC(=O)c2ccccc2)c(OC)cc1NC(=O)CN1CCN(c2ccccn2)CC1,-26,28,28,-2,-1,32,-4,1,-5
COc1ccccc1-c1nnc2n1N=C(C)CS2,3,-1,-3,1,4,4,-1,1,-2
CCOC(=O)C1=C(CC)Nc2ccccc2N=C1NC(=O)Nc1ccccc1OC,-5,3,-1,2,-1,23,0,1.2,-18
O=C(c1cc([N+](=O)[O-])cc([N+](=O)[O-])c1)N1CCN(C(=O)c2ccco2)CC1,-49,19,21,-6,-4,3,-2,0.93,7

One compound at a time, from the list above. Order of values: hIAP block, TIM10 inh, NLRP3 yeast inh, APOBEC3G inh, APOBEC3A inh, tim10-1 inh, MIN6 prolif, mIAP activ, mIAP block
Shown for O=C(c1cc([N+](=O)[O-])cc([N+](=O)[O-])c1)N1CCN(C(=O)c2ccco2)CC1 = -49, 19, 21, -6, -4, 3, -2, 0.93, 7
Shown for CCS(=O)(=O)CCSc1nc(C)cc(C)n1 = -2, -9, 4, -7, 0, 2, -2, 1, -3

Remaining list, next part:
compound,hIAP block,TIM10 inh,NLRP3 yeast inh,APOBEC3G inh,APOBEC3A inh,tim10-1 inh,MIN6 prolif,mIAP activ,mIAP block
COc1cc(S(=O)(=O)N(Cc2ccc(C)cc2)Cc2ccco2)ccc1-n1cnnn1,-18,9,14,-8,-5,9,0,0.94,6
Cn1c(SCC(=O)NCc2ccc3c(c2)OCO3)nnc1-c1cc2ccccc2cc1O,8,4,10,-1,0,21,1,1,-2
CCOc1ccc(CC(=O)Nc2c(C(N)=O)oc3ccc(Br)cc23)cc1OCC,4,1,-6,-9,-3,15,8,1,-1
CCCN(CCC)CC(=O)N1CC(=O)Nc2ccccc21,-6,1,17,-4,-2,9,-1,0.97,3
COc1ccc2[nH]c(C)c(CN3CCCCC3)c(=O)c2c1,-12,-2,9,-1,-1,3,-1,0.91,9
O=C(Oc1ccc(Br)cc1)C1CC(=O)N(c2ccc(F)cc2)C1 (stereo not given),1,-3,30,2,4,-13,-1,0.98,2
Cc1ccc(CNCC2CCCO2)s1 (stereo not given),-4,7,4,1,5,7,0,1,-2
COc1ccccc1NC(=O)N1CCCC(c2nc3c(nnn3Cc3ccc(C)cc3)c(=O)[nH]2)C1 (stereo not given),9,9,3,0,5,9,-1,0.96,4
Cc1ccc(C(=O)NCC(=O)OCC(=O)NCC(F)(F)F)cc1,-3,11,13,-2,0,4,-2,1,-3
CC(=O)N1CCN(c2ccc(NC(=O)c3ccc(C)c([N+](=O)[O-])c3)cc2)CC1,-45,5,21,12,-8,10,-4,1,-2
CCc1c(C)sc(NC(=O)CSc2nc3c(c(C(F)(F)F)n2)CCc2ccccc2-3)c1C#N,14,-13,8,-4,1,11,-3,0.89,11
CCn1c(C)nc2cc(C(=O)NNS(=O)(=O)c3ccc(C)cc3C)ccc21,16,-5,5,-9,-2,12,-2,0.99,1
CC(C)N(CCCNC(=O)c1ccc(N2CCCC2=O)cc1)Cc1ccccc1,-4,-11,10,-1,5,-11,-3,1.1,-6
C=CCN(CC=C)CCOc1cccc2ccccc12,0,-17,18,-5,-1,23,0,0.97,3
O=C(c1ccco1)N1CCN(C2CC(=O)N(c3ccc(C(F)(F)F)cc3)C2=O)CC1 (stereo not given),-16,0,14,-3,-4,18,1,1.1,-10
